# Source: PubChem (National Center for Advancing Translational Sciences (NCATS))
# ALOX12 inh: ALOX12 (human) lipoxygenase inhibition; Potency, µM (titrated, usually from 108 µM), for inactives: at the top dose activity change, negative = inhibition, hits mostly inhibitors; P18054; purified 12hLO, xylenol orange hydroperoxide absorbance; AID 1671190; 580,000 compounds, 1.1% hits; active = well fitted inhibition curve with a large enough effect; inconclusive = small, poorly fitted or top-dose-only effect, or another doubt; inactive = no such curve, though single readings can be large or run the other way
# Target sequence (P18054 whole entry, looked up): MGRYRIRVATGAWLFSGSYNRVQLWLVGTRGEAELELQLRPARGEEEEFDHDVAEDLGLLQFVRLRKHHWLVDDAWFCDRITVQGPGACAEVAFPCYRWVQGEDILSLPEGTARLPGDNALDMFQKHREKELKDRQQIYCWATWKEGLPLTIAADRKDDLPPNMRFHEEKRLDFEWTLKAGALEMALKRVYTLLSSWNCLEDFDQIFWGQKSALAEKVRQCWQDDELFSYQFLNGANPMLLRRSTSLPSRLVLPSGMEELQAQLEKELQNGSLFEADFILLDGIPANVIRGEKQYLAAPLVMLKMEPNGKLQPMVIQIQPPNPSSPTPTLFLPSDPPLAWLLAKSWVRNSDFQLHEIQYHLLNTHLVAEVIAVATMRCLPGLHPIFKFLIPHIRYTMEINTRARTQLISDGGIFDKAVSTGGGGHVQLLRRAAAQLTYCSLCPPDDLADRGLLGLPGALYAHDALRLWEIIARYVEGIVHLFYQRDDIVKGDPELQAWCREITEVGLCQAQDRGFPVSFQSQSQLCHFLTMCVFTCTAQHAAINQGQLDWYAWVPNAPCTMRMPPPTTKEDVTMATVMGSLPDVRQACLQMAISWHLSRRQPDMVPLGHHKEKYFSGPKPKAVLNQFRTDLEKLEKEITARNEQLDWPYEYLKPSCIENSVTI
#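 Purified human 12hLO at 150 nM in 25 mM Hepes, 0.01% Triton X-100, pH 7.0, preincubated 15 min at room temperature with compound. Reaction started with 40 uM arachidonic acid, 30 min at room temperature. Hydroperoxide measured by Fe-xylenol orange, 573/405 nm absorbance ratio.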
# * hit, by the source's call; ? = inconclusive; [ ] = dose if it differs, or a comment. % is scaled to controls: 0 for no effect and ±100 for the full control effect; potency is read from the fitted curve at half-maximal effect. The list is partial. The share of hits here may be higher or lower than overall.
SMILES,ALOX12 inh
CC(C)N(Cc1ccccc1)C(=O)COC(=O)c1cc(Cl)ccc1Cl,-16%
Cn1c(CN2CCCN(C(=O)c3ccoc3)CC2)nnc1C1CC(N)C1 (stereo not given),66%[activator]
COC1C(=O)N(CC2CC2)C12CCN(C(=O)c1ccc(C)nc1)CC2 (stereo not given),5%
N#CCSc1nc2cc(C(=O)NCc3ccccc3)ccc2c(=O)n1CCc1ccccc1,?
Cc1cc(C)n(-c2ccc(NC(=O)C3CCN(Cc4nnc(C)o4)CC3)cc2)n1,14%
CC(=O)N1C[C@@H](C(=O)N2CCN(c3ccccn3)CC2)[C@H](c2nc(C)no2)C1,72%[activator]
Cc1cccc(-c2nccc3c(=O)cc(N4CCN(C)CC4)oc23)c1,-2%[176 µM]
CCN=C1NC(c2ccc(C(F)(F)F)cc2)C(C(=O)OC)=C(C)N1Cc1cccc(C(F)(F)F)c1 (stereo not given),?
CC(C)CC(=O)N1CCCCCNC(=O)[C@@H]2CCCC[C@@H]21,1%
COc1cccc(-c2ccc(CN3CCN(c4cc(Cl)ncn4)C(=O)C3)cc2)c1,8%
CC(NC(=O)Cc1ccc(Cl)cc1)C12CC3CC(CC(C3)C1)C2 (stereo not given),?
Cc1nc(CC(=O)NC(C)c2cnn(-c3ccccc3)c2C)cs1 (stereo not given),16%
Cn1c(=O)c2c(ncn2CC(=O)NCCc2cccc(F)c2)n(C)c1=O,9%
CC1(NC(=O)CC[N+](C)(C)CCO)CS(=O)(=O)CC1S(=O)(=O)[O-] (stereo not given),?
COCCN1CCN(C(=O)[C@@H]2Cc3cn(Cc4cc(C)on4)c4cccc(c34)[C@H](CC(C)C)N2)CC1,22%
CCNC(=O)N(C1CC1)C1CCOC2(CCN(C(=O)c3cnc(C)cn3)CC2)C1 (stereo not given),13%
CC(C(=O)NCC1CCOCC1)c1ccccc1 (stereo not given),1%
O=C(Nc1cccc(C(F)(F)F)c1)C1CC2CCC1C2 (stereo not given),9%
Cc1cc(C(=O)N2C[C@@H](COCC3CC3)[C@H](c3ccncc3)C2)on1,15%
O=C(CCc1c[nH]c2ccccc12)NC1CCC(c2ccccc2)CC1 (stereo not given),2%
COc1cccc(C(=O)OCc2ccccc2C#N)c1OC,59%
Cc1cc(C)cc(S(=O)(=O)N2CCC(C(=O)NCCc3csc(C)n3)CC2)c1,-3%
O=C(O)c1cc(-c2ccccc2)nc2c(Cl)cccc12,?
CC(C)CCC(=O)N1CCC2(CC1)N(C)C(=O)CS2(=O)=O,16%
Cn1cc(-c2cccc(CO)c2)c2nc(CNc3ccccc3)cn2c1=O,0%[176 µM]
CCOc1ccc(NC(=O)c2cc3cc(OC)ccc3oc2=O)cc1,6%
Cc1ccc(-n2nc3n(c2=O)CCN(C(=O)N(C)C)C3)cc1,6%[176 µM]
CCOc1ccc(C2/C(=C(\O)c3ccc(C)c(F)c3)C(=O)C(=O)N2Cc2ccco2)cc1OC (stereo not given),?
CC(C)CC(NC(=O)/C(=C/c1ccccc1)NC(=O)c1ccccc1)C(=O)O (stereo not given),?
COc1ccc(OCc2nc(C3CN(C(=O)C4(c5ccccc5)CC4)C3)no2)cc1,10%
NC(=O)C1=C(Nc2ccc(Br)cc2F)c2ccccc2S1(=O)=O,17%
O=C(NC1CCCN(c2cc(-c3ccc(F)cc3)[nH]n2)C1)c1ccccn1 (stereo not given),81%[activator]
CCC(CC)NC(=O)CSc1nc2cc(S(=O)(=O)N(C)C)ccc2o1,1%
CCCn1c(NCCN(CC)CC)nc2c1c(=O)[nH]c(=O)n2C,-9%
Cc1c(NC(=O)C2(c3ccccc3)CC2)cccc1C(=O)N1CCc2sccc2C1,?
O=C(NC(=S)NNC(=O)[C@H]1C[C@@H]1c1ccccc1)c1ccc(-c2ccccc2)cc1,76%[activator]
O=C(c1ccc2c(c1)OCO2)N(Cc1cc2cc3c(cc2nc1N1CCOCC1)CCC3)CC1CCCO1 (stereo not given),9%
COc1ccc(CN2CCC3(CC2)Cc2ccccc2CNC3=O)cn1,11%[6.33 µM]
CCNC(=O)Nc1ccc2c(c1)CN(Cc1cccc(OC)c1)C(=O)C(CC)O2 (stereo not given),7%
O=c1c(-c2ccc(Cl)cc2)coc2cc(OCCN3CCCCC3)ccc12,?
O=C(CCc1ncc(-c2ccc(F)cc2)o1)N1CCc2ccccc21,-34%
N#CCCn1c(=O)c(-c2cc(F)cc(F)c2)nc2cnc(N3CCOCC3)nc21,0%
CCOc1ccc(NC(=O)c2ccc(Cl)cc2Cl)c2cccnc12,-11%
C=CCNC(=O)c1cnn2c1CN([S+](=O)([O-])c1c(C)noc1C)CC2,-18%[6.33 µM]
CCCNC(=O)NC(=O)CN1CCCCC1,4%
COc1ccc(-c2nc(C(C)C)nc3c2CCN(C(=O)C2CCCC2)CC3)cc1,8%
Cn1c(N2CCN(C(=O)Cn3nc4c(cc3=O)CCCCC4)CC2)nc2ccccc21,85%[activator]
O=C(NC1CC1)C1CCCN(c2ncnc3nc[nH]c23)C1 (stereo not given),-10%

# The list goes on; it opens with the 2 that closed the last part.
SMILES,ALOX12 inh
Cn1c(N2CCN(C(=O)Cn3nc4c(cc3=O)CCCCC4)CC2)nc2ccccc21,85%[activator]
O=C(NC1CC1)C1CCCN(c2ncnc3nc[nH]c23)C1 (stereo not given),-10%
COc1cccc(NC(=O)COc2coc(CN3CCSCC3)cc2=O)c1,6%
CCc1ccc(S(=O)(=O)N2CC(COC)C3(CCNCC3)C2)cc1 (stereo not given),4%
Cc1c(CCC(=O)NCc2ccccc2)c(=O)oc2cc(O)ccc12,24%
CCOc1cc(C(=O)OCC(N)=O)cc(OCC)c1OCC,-19%
O=C(Nc1ccccc1Br)C12CC3CC(CC(Cl)(C3)C1)C2,9%
O=C(NC1CC1)C1CCN(Cc2ccc(Cl)cc2)CC1,-13%
O=C(Nc1ccccc1)c1cccc(CSc2cccc[n+]2[O-])c1,?
COc1ccc(N(Cc2nc3cc(C)c(C)cc3[nH]2)Cc2nc3cc(C)c(C)cc3[nH]2)cc1,-71%
Cc1oc(-c2ccccc2)nc1CC(=O)NCC1(N(C)C)CCCCCC1,18%
Cc1ccc(N=C2C=CC(C)(C(Cl)(Cl)Cl)C=C2)cc1C (stereo not given),-8%
Cc1ccc(NC(=O)/C(C#N)=C/c2cc(C(C)(C)C)c(O)c(C(C)(C)C)c2)cc1C,-21%
O=C(O)CCCOc1ccc(C(=O)/C=C/c2ccc(C(=O)O)cc2)cc1,?
O=C(NCc1cc(C(F)(F)F)ccc1Cl)c1cccc2c1C(=O)c1ccc(Cl)cc1S2(=O)=O,-20%
Clc1ccc2oc([C@H]3CCN(Cc4ccccn4)C3)nc2c1,58%[activator][176 µM]
O=C(NC1CCCCC1)N1CCCCC1c1nc(-c2cnccn2)n[nH]1 (stereo not given),19%
Cc1cccc(OCC(=O)NCCn2ccn3nc(-c4ccc(C)c(C)c4)cc3c2=O)c1,31%
COc1ccc(C(=O)NCc2nnc3ccc(-c4ccc(Cl)cc4)nn23)c(OC)c1,15%
Cc1ccc2nsnc2c1S(=O)(=O)O,?
Cc1cccc(C(=O)Nc2c(NC3CCCCC3)c3ccccc3oc2=O)c1,-28%
COc1ccc(C)cc1-n1nnnc1SCc1nc(CC(C)C)no1,-3%
C1CCC(COCCc2noc(C3CNC3)n2)C1,-2%
CSc1ccc(-c2ccc3c(c2)C(=O)N2CCN(C(=O)CCC(=O)O)C[C@H]2C(=O)N3)cc1,6%
Cn1cnc(S(=O)(=O)N2CCCC(Cc3nncn3CC3CC3)C2)c1 (stereo not given),44%[activator]
CC(=O)Nc1ccc(-c2c(C3CC3)nn(-c3cccc(C)c3)c2OC(C)=O)cc1,-27%

# At a glance, some entries already given.
SMILES,ALOX12 inh
Cc1oc(-c2ccccc2)nc1CC(=O)NCC1(N(C)C)CCCCCC1,18%
Cc1ccc(N=C2C=CC(C)(C(Cl)(Cl)Cl)C=C2)cc1C (stereo not given),-8%
Cc1ccc(NC(=O)/C(C#N)=C/c2cc(C(C)(C)C)c(O)c(C(C)(C)C)c2)cc1C,-21%
O=C(O)CCCOc1ccc(C(=O)/C=C/c2ccc(C(=O)O)cc2)cc1,?
O=C(NCc1cc(C(F)(F)F)ccc1Cl)c1cccc2c1C(=O)c1ccc(Cl)cc1S2(=O)=O,-20%
Clc1ccc2oc([C@H]3CCN(Cc4ccccn4)C3)nc2c1,58%[activator][176 µM]
O=C(NC1CCCCC1)N1CCCCC1c1nc(-c2cnccn2)n[nH]1 (stereo not given),19%
Cc1cccc(OCC(=O)NCCn2ccn3nc(-c4ccc(C)c(C)c4)cc3c2=O)c1,31%
COc1ccc(C(=O)NCc2nnc3ccc(-c4ccc(Cl)cc4)nn23)c(OC)c1,15%
Cc1ccc2nsnc2c1S(=O)(=O)O,?
Cc1cccc(C(=O)Nc2c(NC3CCCCC3)c3ccccc3oc2=O)c1,-28%
COc1ccc(C)cc1-n1nnnc1SCc1nc(CC(C)C)no1,-3%
C1CCC(COCCc2noc(C3CNC3)n2)C1,-2%
CSc1ccc(-c2ccc3c(c2)C(=O)N2CCN(C(=O)CCC(=O)O)C[C@H]2C(=O)N3)cc1,6%
Cn1cnc(S(=O)(=O)N2CCCC(Cc3nncn3CC3CC3)C2)c1 (stereo not given),44%[activator]
CC(=O)Nc1ccc(-c2c(C3CC3)nn(-c3cccc(C)c3)c2OC(C)=O)cc1,-27%

# Later entries.
SMILES,ALOX12 inh
CN1CCN(c2ncc3nc(-c4cn(C)c5ccccc45)c(=O)n(CCC#N)c3n2)CC1,?
O=C(CCC1CCCC1)NCc1ccc(OCc2cccnc2)cc1,9%
O=C(COc1ccccc1)Nc1cccc2ncccc12,7%
COc1ccc(CNC(=O)c2ccc3c(c2)N(C(=O)c2ccc(F)cc2)CC3)cc1,10%
COCC(=O)N1CCCCN2[C@H](C1)[C@H](c1ccc(C#Cc3ccccc3)cc1)[C@@H]2CO,-28%
O=C(NCc1ccc(F)cc1)C1COC2(CCCCC2)N1C(=O)c1cccc(F)c1 (stereo not given),17%
Cc1ncc(-c2ccc(C)c(S(=O)(=O)N3CCN(c4cccc(C(F)(F)F)c4)CC3)c2)o1,-30%
Cc1ccccc1-c1nnn(Cc2cc(=O)oc3c(C)c(C)ccc23)n1,14%
Brc1ccc(/C=N/Nc2nc3ccccc3c3ccccc23)cc1,-30%
Cc1nc2c(c(C)c1CCC(=O)NCCN1CCN(C)CC1)c(=O)n(C)c(=O)n2C,51%[activator]
CC1(C)CC(=O)c2cc(C#N)c(=O)n(-c3cccc(Cl)c3)c2C1,-4%
CCc1nc2c(c(-c3ccc(Cl)cc3)n1)CN(Cc1ccccn1)CC2,66%[activator]
c1ccc(C2=NOC3(CCCN(CC4CCCCC4)C3)C2)cc1 (stereo not given),5%[6.33 µM]
CCCCn1c(CN2CCOCC2)nc2c1c(=O)[nH]c(=O)n2C,?
Cc1oc(-c2ccccc2NC(=O)c2ccsc2)nc1CN(C)Cc1ccc2c(c1)CCCN2C,?
CCCCOc1ccc(/C=C(/C#N)c2ccccn2)cc1,?
COc1ccc(C(C)(C)C)cc1NC(=O)COC(=O)c1ccc2c(c1)NC(=O)CS2,8%
COCCn1c(=O)n([C@H]2CCCN(C(=O)CN3CCCC3=O)C2)c2ncccc21,32%[activator]
COc1ccc(CN2C(=O)[C@@H]3C[C@@H](CN3Cc3ccc(S(C)(=O)=O)cc3)Oc3ccccc32)cc1,2%
CCc1cc(C(N)=O)sc1C,-2%
Cn1cnc(S(=O)(=O)N2CCCN(C(=O)C3CC3)C(c3ccccc3)CC(=O)NCC2)c1 (stereo not given),18%
COC1CCC(C(=O)N2CCCn3nc(C)c(-c4ccccc4-c4ccccc4)c32)CC1 (stereo not given),3%[176 µM]
O=C(Nc1ccccc1)c1cc(-c2ccncc2)nc2ccccc12,8%
Cc1cc2nc3n(c(=O)c2n1CC(=O)Nc1ccc(F)c(Cl)c1)CCCCC3,8%
CN(Cc1cccnc1)C(=O)[C@H]1C[C@@H](C(=O)O)N(C)[C@H]1c1cccc(F)c1F,-12%
CCN1C(=O)Cc2ccccc2C1C(=O)NCc1ccccc1C (stereo not given),32%
COCCN1CCNc2cc(Nc3ccc(N4CCOCC4)cc3)ncc2C1,2%[176 µM]
COC(=O)c1cccc(NC(=O)c2cc(=O)c3ccccc3o2)c1,-19%
Cc1ccc2c(C)c(C(=O)NCC(c3cccs3)N3CCOCC3)oc2c1 (stereo not given),?
CC(C(=O)Nc1ccc(F)cc1)n1cnc2c1c(=O)n(C)c(=O)n2C (stereo not given),30%
COc1ccc(N2CCN(C(=O)c3ccc4c(c3)[nH]c(=S)n3c5ccccc5nc43)CC2)cc1,10%
COc1cc(OC(F)(F)F)ccc1C(=O)N1CCC(C)(C(=O)O)CC1,1%[6.33 µM]
CCCS(=O)(=O)N1CCC2(CC1)c1[nH]c3ccccc3c1CCN2C,17%
CCNC(=O)[C@@H]1C[C@H](NC(=O)CO)CN1CC(=O)NCc1cccs1,62%[activator]
O=S(=O)(Nc1ncc(CN2CC[C@H]3CNC[C@H]32)cn1)c1ccccc1,?
CN1C(=O)C(CC(=O)NCCc2nc(-c3cccnc3)n[nH]2)N(C)C1=O (stereo not given),24%
Cc1ccc(NC(=O)COC(=O)c2ccc3ccccc3n2)c(C)c1,?
Cc1ccc(S(=O)(=O)N2CCCC3(CCC(=O)N(C4CC4)C3)C2)cc1C (stereo not given),20%
Cc1c(CC(=O)N2CCC(O)(c3ccc(Cl)cc3)CC2)c(=O)oc2cc(O)c(Cl)cc12,-17%
COc1ccc(OC)c(NC(=O)N2CCCC(Cn3cnc4cccnc43)C2)c1 (stereo not given),-3%
CCOc1cc(C(=O)O)ccc1OCCOc1ccccc1Cl,1%
O=C(Nc1ccc2c(c1)CCC2)C1(c2ccc(F)cc2)CCC1,?
O=C1c2cnc(-c3cc4ccccc4o3)nc2OCCN1CC1CC1,-40%[176 µM]
CN(CCc1ccncc1)Cc1ccc(C#N)cc1,?
Cn1c(=O)[nH]c(=O)c2c1nc(N1CCN(CC(N)=O)CC1)n2Cc1cccc(Cl)c1,-12%
CC(C)N1C(=O)C(CC(=O)NCC2CCN(Cc3ccccc3F)CC2)=C2CCCCC21 (stereo not given),10%
